Source: PubChem BioAssay
MITF inh: MITF inhibitors, primary screen, biochemical, AlphaScreen, human; AlphaScreen MITF homodimerization, bead proximity signal; inhibition, % at 2.6 µM; 650,000 tested, 0.91% active; in the data active means inhibition above about 50%;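 further: 0% = vehicle wells with protein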
Target sequence (O75030 whole entry, looked up): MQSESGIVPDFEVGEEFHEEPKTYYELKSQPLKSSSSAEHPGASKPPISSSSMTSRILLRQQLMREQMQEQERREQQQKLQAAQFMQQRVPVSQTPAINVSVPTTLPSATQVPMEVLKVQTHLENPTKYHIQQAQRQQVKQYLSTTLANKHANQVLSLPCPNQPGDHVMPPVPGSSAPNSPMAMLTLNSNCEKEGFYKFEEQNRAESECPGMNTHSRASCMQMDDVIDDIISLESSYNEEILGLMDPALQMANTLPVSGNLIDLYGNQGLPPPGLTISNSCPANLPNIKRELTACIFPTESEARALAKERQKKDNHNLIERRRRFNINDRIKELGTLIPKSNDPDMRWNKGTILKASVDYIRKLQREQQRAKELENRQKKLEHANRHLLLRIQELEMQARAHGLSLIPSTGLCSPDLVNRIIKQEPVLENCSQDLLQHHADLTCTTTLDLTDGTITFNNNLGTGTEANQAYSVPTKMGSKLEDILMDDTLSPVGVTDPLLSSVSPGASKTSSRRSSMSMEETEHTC
GPR151 activ: activators of human GPR151, primary screen, cell-based, PathHunter beta-arrestin, luminescence; PathHunter beta-arrestin GPR151 cells; activation, % at 11.2 µM; 650,000 tested, 1% active; AID 1508602, 2020; in the data active means activation above about 4.9%;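 further: 0% = median of compound wells and 100% = cells with positive control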
Target sequence (Q8TDV0 whole entry, looked up): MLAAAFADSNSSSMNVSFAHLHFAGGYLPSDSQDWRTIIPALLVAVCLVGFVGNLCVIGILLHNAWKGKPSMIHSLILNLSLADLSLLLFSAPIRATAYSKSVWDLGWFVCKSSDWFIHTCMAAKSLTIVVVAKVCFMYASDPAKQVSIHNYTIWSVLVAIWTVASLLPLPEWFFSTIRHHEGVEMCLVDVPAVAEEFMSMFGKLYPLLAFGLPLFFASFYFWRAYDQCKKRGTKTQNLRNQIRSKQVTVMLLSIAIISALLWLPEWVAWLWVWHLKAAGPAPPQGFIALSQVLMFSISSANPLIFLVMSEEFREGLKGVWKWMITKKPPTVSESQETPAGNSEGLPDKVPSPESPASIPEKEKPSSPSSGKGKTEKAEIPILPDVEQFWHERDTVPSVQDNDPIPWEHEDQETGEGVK
TEAD-YAP inh: TEAD-YAP interaction inhibition, primary screen, TEAD-YAP interaction inhibitor project, luminescence, HEK-TIYL cells; TEAD-Gal4/YAP UAS-luciferase luminescence; inhibition, % at 9.12 µM; 640,000 tested, 1.4% active; AID 1259422, 2018; in the data active means inhibition above about 32%;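 further: 0% = median of test compound wells and 100% = reference inhibitor wells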
FBW7 act: FBW7 E3 ligase activators, primary screen, biochemical, AlphaScreen, human. F-box/WD repeat-containing protein 7 (Homo sapiens), Q969H0. AlphaScreen FBW7–phospho-cyclin E peptide binding, activator screen. normalized activity (activation), % at 26.1 µM. 650,000 tested, 0.13% active; in the data active means normalized activity above about 1.9%;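 further: purified mutant Fbw7 with reduced substrate affinity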
* marks the source's active call; other numbers are inactive results.

entry | Structure | FBW7 act | TEAD-YAP inh
1 | CN1CCN(CC(O)COc2ccc(OCC(O)CN3CCN(C)CC3)cc2)CC1 (centres undefined) | 0.1 | -1
2 | CNC(=O)C1=C(C)NC(=S)NC1c1ccc(OC)c(OC)c1 (centres undefined) | 0.0 | 9
3 | CCCc1cc(=O)n2[nH]c(-c3ccco3)nc2n1 | 0.3 | -4
4 | COc1ccc(NC(=O)C2C3NC(=S)N(c4ccc(Br)cc4)C2(C)Oc2ccccc23)cc1 (centres undefined) | 0.0 | -5
5 | NC(=O)CSc1oc(-c2ccc(F)cc2)nc1S(=O)(=O)c1ccc(F)cc1 | -0.1 | -1
6 | CC1CCN(S(=O)(=O)c2cccc(C(=O)NCc3ccco3)c2)CC1 | -0.1 | -1
7 | COc1cccc2c(C)c(C(=O)N3C4CCC3CC(O)(c3ccncc3)C4)[nH]c12 (centres undefined) | 0.0 | 2
8 | CCOC(=O)CCc1c(C)n(CC)c2cc(-c3ccccc3OC)nn2c1=O | 0.0 | 1
9 | COc1ccc(OC)c(-c2ccc(O)c(CN(C)Cc3ccn[nH]3)c2)c1 | -0.2 | 24
10 | COc1ccccc1NC(=O)Nc1ccc2c(c1)CCC2 | -0.1 | -62
11 | Cc1cc(NCCCN2CCCC2=O)nc(Nc2ccc3ncccc3c2)n1 | 0.1 | -9
12 | COc1cccc2cc(C(=O)NCCCn3ccnc3)c(=O)oc12 | -0.1 | -8
13 | O=C(CCCC(=O)c1ccccc1)Nc1ccc(F)cc1 | -0.1 | 9
14 | COc1ccc(CC(=O)NCc2nc(-c3ccc(Cl)cc3)no2)cc1OC | 0.0 | -1
15 | CCN(CC)S(=O)(=O)c1ccc(-c2csc(=Nc3ccc(OC)cc3)n2CCc2ccccc2)cc1 | -0.1 | 18

entry | GPR151 activ | MITF inh
1 | 0.6 | -9
2 | 0.0 | 17
3 | 0.7 | 8
4 | -0.8 | 12
5 | 1.5 | 3
6 | 1.6 | -4
7 | -0.5 | 20
8 | 1.5 | -15
9 | 1.3 | 12
10 | -2.3 | 1
11 | 1.6 | -4
12 | -1.5 | 13
13 | -0.6 | 8
14 | -3.0 | -10
15 | 0.4 | 6

Quoted at random: 4 entries already listed, in no set order.
entry | Structure | FBW7 act | TEAD-YAP inh
9 | COc1ccc(OC)c(-c2ccc(O)c(CN(C)Cc3ccn[nH]3)c2)c1 | -0.2 | 24
3 | CCCc1cc(=O)n2[nH]c(-c3ccco3)nc2n1 | 0.3 | -4
11 | Cc1cc(NCCCN2CCCC2=O)nc(Nc2ccc3ncccc3c2)n1 | 0.1 | -9
2 | CNC(=O)C1=C(C)NC(=S)NC1c1ccc(OC)c(OC)c1 (centres undefined) | 0.0 | 9

entry | GPR151 activ | MITF inh
9 | 1.3 | 12
3 | 0.7 | 8
11 | 1.6 | -4
2 | 0.0 | 17

Further compounds.
entry | Structure | FBW7 act | TEAD-YAP inh
16 | O=S(=O)(Nn1cnnc1)c1ccc(Br)cc1 | 0.8 | 13
17 | Cc1cc(NC(=O)CSc2nnc(-c3cccnc3)n2C2CCCCC2C)no1 (centres undefined) | 0.1 | -7
18 | Cc1ccc(C(=O)NNC(=O)c2ccncc2)cc1[N+](=O)[O-] | -0.1 | -17
19 | COc1ccc(Cl)cc1C(=O)Nc1ccc(-c2nc3ccccc3o2)cc1 | -0.1 | -34
20 | Cc1cccc(-c2nc3scc(CCNS(=O)(=O)c4ccccc4F)n3n2)c1 | 0.0 | -4
21 | CCOC(=O)C1=C(C)N=c2s/c(=C\c3ccc(Cl)cc3)c(=O)n2C1c1ccc(OC)cc1 (centres undefined) | 0.1 | -2
22 | O=C(NCCCCl)c1c(O)c2ccccc2[nH]c1=O | -0.2 | -27
23 | COc1cccc(OCCOc2ccc(C)cc2OC)c1 | 0.4 | -48
24 | CCOC(=O)N1CCC(NC(=O)c2nc(-c3cccnc3)no2)CC1 | 0.0 | 3
25 | Cc1cc(C)c(S(=O)(=O)Nc2ccc3oc4c(c3c2)CC(C(C)(C)C)CC4)c(C)c1 (centres undefined) | -0.1 | 9
26 | O=C(CN1CCCCCC1)Nc1ccc(Br)cc1[N+](=O)[O-] | -0.4 | 6
27 | COc1cccc(-n2cc(C(=O)N3CCN(c4ncccn4)CC3)c3ccccc3c2=O)c1 | -0.1 | 0
28 | COc1cc(C(=O)NCCCN2CCCC2=O)cc(OC)c1OC | 0.0 | -13
29 | O=C(N/N=C/c1ccc(Br)cc1)C1COc2ccccc2O1 (centres undefined) | 0.0 | 37*
30 | Cc1ccc(CN2CCN(Cc3cnc(N(C)C)s3)CC2CCO)cc1 (centres undefined) | -0.1 | 8

entry | GPR151 activ | MITF inh
16 | -1.1 | 3
17 | 3.0 | -3
18 | -0.6 | 7
19 | -0.6 | 5
20 | -0.7 | -3
21 | 2.0 | 4
22 | -0.1 | -3
23 | 1.1 | 0
24 | -0.9 | 10
25 | 0.3 | -11
26 | 0.0 | 7
27 | -2.7 | 0
28 | 0.1 | -6
29 | -0.5 | -5
30 | -0.8 | 6

The listing continues.
entry | Structure | FBW7 act | TEAD-YAP inh
31 | CC(O)C(NC(=O)OCc1ccccc1)C(=O)OCc1ccccc1 (centres undefined) | 0.2 | -2
32 | CC(=O)NC1C(Oc2ccc(C)cc2)OC2COC(C)(C)OC2C1O (centres undefined) | 0.3 | 5
33 | Cc1ccccc1CN1CCC(O)CC1 | 0.1 | 8
34 | COc1ccc(C2NC(=O)NC(C)=C2C(=O)Nc2cccc(Cl)c2)cc1OC (centres undefined) | 0.1 | 7
35 | COc1ccc(CN2CCN(S(=O)(=O)c3ccc([N+](=O)[O-])cc3)CC2)cc1OCc1ccccc1 | -0.4 | 30
36 | O=C(Nc1ccc(N2CCN(C(=O)c3ccco3)CC2)cc1)c1cccc2ccccc12 | 0.2 | 55*
37 | CC1CCN(c2nc3c(c(=O)[nH]2)CCN(Cc2cccn2C)C3)CC1 | 0.1 | -12
38 | CCOc1ccc(NC(=O)c2c(NCc3cccc(OC)c3OC)sc3c2CCC3)cc1 | 0.3 | -8
39 | CC(=O)C(c1ccccc1)C1(O)C(=O)N(Cc2ccccc2)c2ccccc21 (centres undefined) | -0.2 | -3
40 | CCc1ccc(NC(=O)c2nn3c(C(F)(F)F)cc(-c4ccc(Br)cc4)nc3c2Cl)cc1 | 0.0 | -5
41 | COc1ccc2nc(CCN(C)C(=O)CN3Cc4cc(C)ccc4OC(C)C3)[nH]c2c1 (centres undefined) | 0.1 | 4
42 | CCCNC(=O)CSc1nnc(Cc2ccccc2)n1CC1CCCO1 (centres undefined) | 0.0 | -1
43 | CC(C)Cc1ccc(C(=O)N2CCc3nncn3CC2)cc1 | -0.1 | 5
44 | CC1C(C#N)=C(SCC(=O)Nc2ccc(Br)cc2)NC2=C1C(=O)CC(C)(C)C2 (centres undefined) | -0.1 | 4
45 | O=C1c2ccccc2C(=O)N1Nc1c(Cl)cc(Cl)cc1Cl | 0.0 | -4

entry | GPR151 activ | MITF inh
31 | -2.0 | 13
32 | 3.5 | 2
33 | 0.2 | 12
34 | 1.3 | 12
35 | 0.6 | 52*
36 | 0.4 | 9
37 | -1.1 | -6
38 | -1.7 | 11
39 | -1.6 | -9
40 | -0.7 | -19
41 | -0.7 | -9
42 | -0.8 | 10
43 | 1.2 | 12
44 | 0.4 | 1
45 | -0.7 | -5

Following part
entry | Structure | FBW7 act | TEAD-YAP inh
46 | Clc1cccc(-c2cnn3ccc(NCc4ccncc4)nc23)c1 | 0.9 | 8
47 | CC(C)OCCN1C(=O)CCC1CCNCc1cccc(F)c1 (centres undefined) | 0.5 | 1
48 | O=C(c1cccc2nc3ccccc3nc12)N1CCOCC1 | -0.1 | 2
49 | CCOC(=O)c1c(NC(=O)CSc2nnc(CNC(=O)Cc3ccc(OC)cc3)n2-c2ccccc2OC)sc2c1CCC2 | 0.5 | 5
50 | CCOc1ccccc1NC(=O)N1CCC(n2nnc3cc(C)ccc32)CC1 | 0.0 | 14
51 | Cc1c(NC(=O)C(C)OC(=O)COc2ccc3c(c2)CCC3)c(=O)n(-c2ccccc2)n1C (centres undefined) | 0.1 | 0
52 | O=C(NCc1cccc(Oc2ccc(F)cc2)c1)C1CCC1 | -0.1 | -5
53 | CCOc1cc(C2Nc3ccccc3NC3=C2C(=O)CC(c2ccc(OC)cc2)C3)ccc1OC(C)=O (centres undefined) | 0.0 | 3
54 | Cc1c(-c2cccs2)[n+](=O)c2c(n1[O-])CCCCC2 | -0.1 | 7
55 | O=C(c1cccnc1)N1CCN(c2ccc3cccc(-c4ccc(F)cc4)c3n2)CC1 | -0.1 | -9
56 | CC(C)C(NC(=O)c1ccccn1)c1nnc2n1CCN(Cc1ccc(CO)o1)CC2 (centres undefined) | 0.0 | -8
57 | c1ccc(Nc2nc3ccccc3o2)nc1 | -0.3 | -32
58 | CCc1ccc(N2C(=O)CN(Cc3cc(OC)c(OC)c(OC)c3)C2=S)cc1 | 0.1 | 0
59 | CN1CCN(CCCNC(=O)Nc2ccc(Cl)cc2)CC1 | -0.1 | -2
60 | CN(C)C(=O)COc1cc(-c2cn[nH]c2)ccc1NC(=O)C1COc2ccc(Cl)cc2C1 (centres undefined) | 0.0 | -2

entry | GPR151 activ | MITF inh
46 | -0.2 | 10
47 | -1.4 | -13
48 | -1.2 | -10
49 | -0.5 | 0
50 | 0.8 | 7
51 | -1.8 | 1
52 | 0.8 | -3
53 | -0.4 | 0
54 | -0.4 | 9
55 | -0.4 | -3
56 | -1.0 | -4
57 | -8.7 | -1
58 | 0.6 | 24
59 | 0.6 | 8
60 | 0.8 | 9

More results follow.
entry | Structure | FBW7 act | TEAD-YAP inh
61 | N#CSC1(c2ccccc2)C(=O)c2ccccc2C1=O | 0.2 | 14
62 | COc1ccc2nc(NCCO)[nH]c2c1 | 0.2 | -4
63 | CN(CCC1CCOCC1)C(=O)CC1C(=O)NCCN1Cc1ccccc1F (centres undefined) | 0.2 | -4
64 | CCOC(=O)c1sc(=NC(=O)c2ccc(Oc3ccccc3)cc2)n(C)c1C | 0.3 | -2
65 | Cc1ccc(S(=O)(=O)N2CCCC2CNC(=O)C(=O)NC2CCCCCC2)cc1 (centres undefined) | -0.2 | 10
66 | Cc1ccc(C(=O)N2CCN(c3ccc([N+](=O)[O-])c(N4CCOCC4)c3)CC2)cc1 | -0.2 | 21
67 | O=C(Cc1ccccc1)Nc1ccc(C(=O)OCC(=O)c2cccc([N+](=O)[O-])c2)cc1 | -0.1 | 5
68 | O=C(Cc1ccccc1)Nc1ccc(Oc2ccc3c(c2)C(=O)NC3=O)cc1 | 0.0 | 0
69 | CC1CCN(c2ccc([N+](=O)[O-])cn2)CC1 | 0.1 | -11
70 | CSCCNC(=O)CC1C(=O)NCCN1Cc1ccc(F)cc1Cl (centres undefined) | 0.3 | 0
71 | NC(=O)c1c(NC(=O)c2ccc(Cl)cc2[N+](=O)[O-])sc2c1CCCCC2 | -0.4 | -6
72 | Cc1ccc(NC(=O)C2CCCC2)cc1Cl | 0.0 | -6
73 | Cc1ccc(/C=C/C(=O)Nc2ccc(Cl)cc2Cl)cc1 | 0.0 | -5
74 | O=C(CCCSc1ccccc1)N(Cc1ccncc1)c1nc2c(F)cccc2s1 | 0.1 | -5
75 | Nc1c(C(=O)c2cccc(Br)c2)sc2nc3c(c(-c4cccs4)c12)CCCC3 | 0.0 | 1

entry | GPR151 activ | MITF inh
61 | 0.5 | 33
62 | 1.2 | -5
63 | 0.2 | 5
64 | 1.5 | 2
65 | 0.5 | 3
66 | 1.1 | 15
67 | -1.0 | 3
68 | -1.1 | -12
69 | 1.1 | 12
70 | -1.0 | 7
71 | 0.6 | -2
72 | 0.2 | -6
73 | -0.4 | 2
74 | 1.3 | 12
75 | 4.7 | 5

Additional structures follow.
entry | Structure | FBW7 act | TEAD-YAP inh
76 | CCCCCCC1OCC(C2OC(=O)C(O)=C2O)O1 (centres undefined) | 0.3 | 1
77 | Cc1cc(=O)oc2cc(OC(C)C(=O)NCCc3ccccc3)ccc12 (centres undefined) | -0.3 | -6
78 | c1ccc(Nc2ccnc(-c3csc4ccccc34)n2)cc1 | 0.1 | -51
79 | Cc1ccc(NC(=O)C(N)Cc2c[nH]c3ccccc23)cc1 (centres undefined) | 0.0 | -37
80 | COc1ccc(OC)c(NC(=O)c2sc3ncnc(N4CCN(c5ccccc5)CC4)c3c2C)c1 | -0.1 | -3
81 | CCCCC1N2CC3([N+](=O)[O-])CN1CC([N+](=O)[O-])(C2)C3(C)C (centres undefined) | 0.0 | 4
82 | CC(=O)N1CCN(Cc2ccc(Cl)s2)CC1C(=O)N1CCCC1 (centres undefined) | 0.0 | 2
83 | COc1ccc(CNC(=O)CCCn2c(SCc3ccccc3Cl)nc3cc4c(cc3c2=O)OCO4)cc1 | -0.1 | -2
84 | NC(=O)Cn1c(CCl)nc2ccccc2c1=O | 0.1 | -9
85 | COc1ccc(NC2c3ncccc3C(=O)N2Cc2ccc(F)cc2)cc1 (centres undefined) | -0.1 | 3
86 | O=C(Oc1cccc2cccnc12)c1ccco1 | -0.3 | -9

entry | GPR151 activ | MITF inh
76 | -2.0 | 4
77 | -0.7 | -11
78 | -0.8 | 5
79 | 0.8 | -11
80 | 0.8 | 10
81 | 0.5 | 3
82 | 0.4 | 6
83 | 0.8 | -4
84 | 0.5 | 12
85 | -1.2 | 9
86 | -1.5 | 3
